Assay outcomes (PubChem)
Fam108B counter – blocks mouse Fam108B hydrolase in RBBP9 counter-screen; recombinant Fam108B, FP-Rh probe fluorescence polarization; AID 1947; actives 0.33% (n = 300,000); inhibition, % at 9.51 µM;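 active means inhibition above the screen mean inhibition plus 3 SD, computed separately per campaign, cut at about 18% in these data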;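 further: inhibitors lower polarization as less probe binds the enzyme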
PAFAH1B3 inh – PAFAH1B3 (human) inhibition | Q15102 | recombinant PAFAH1B3, FP-rhodamine probe, fluorescence polarization | inhibition, % at 3.39 µM | actives 0.28% (n = 340,000);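 active means inhibition above the screen-wide average of all tested compounds plus 3 SD, cut at about 25% in these data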;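 further: 0% = enzyme with DMSO only and 100% = wells lacking PAFAH1B3 protein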
PME-1 primary – blocks human protein phosphatase methylesterase 1; Q9Y570; recombinant PME-1, FP-Rh probe fluorescence polarization; inhibition, % at 5.9 µM; actives 0.53% (n = 320,000); AID 2130;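 active means inhibition above the campaign mean of all compounds plus 3 SD, cut at about 26% in these data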;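 further: competitive labeling of PME-1 active site by serine hydrolase directed probe; 0% = PME-1 with DMSO and 100% = wells lacking PME-1 enzyme; inhibitors block probe labeling so polarization falls and inhibition rises; many of its hits are not listed in these tables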
Target sequence (Q9Y570 whole entry, looked up): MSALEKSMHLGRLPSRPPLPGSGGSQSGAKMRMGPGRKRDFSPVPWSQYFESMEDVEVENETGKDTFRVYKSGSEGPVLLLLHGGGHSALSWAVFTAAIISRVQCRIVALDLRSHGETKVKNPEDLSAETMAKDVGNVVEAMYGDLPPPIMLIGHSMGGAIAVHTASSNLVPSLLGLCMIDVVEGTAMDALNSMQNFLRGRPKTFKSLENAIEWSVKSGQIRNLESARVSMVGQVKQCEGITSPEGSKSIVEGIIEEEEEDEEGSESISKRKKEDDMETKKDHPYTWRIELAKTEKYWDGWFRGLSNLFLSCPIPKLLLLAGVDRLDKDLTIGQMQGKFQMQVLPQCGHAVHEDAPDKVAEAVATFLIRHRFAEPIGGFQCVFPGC
PAD4 FP inh – PAD4 (human) enzyme inhibition; Q9UM07; recombinant PAD4, RCA probe fluorescence polarization; inhibition, % at 6.36 µM; actives 0.41% (n = 330,000); AID 485272;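 active means percent inhibition above a cutoff equal to the mean of all tested compounds plus 3 SD, cut at about 15% in these data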;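 further: 0% = PAD4 with RCA probe and DMSO and 100% = probe without PAD4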
LYPLA1 inh – blocks human lysophospholipase 1, a PME1 counter-screen; O75608; recombinant LYPLA1, FP-Rh probe fluorescence polarization; inhibition, % at 5.9 µM; actives 0.16% (n = 320,000); AID 2174;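 active means inhibition above the mean of all tested compounds plus 3 SD, set per campaign, cut at about 14% in these data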;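 further: inhibitors block serine hydrolase probe labeling of LYPLA1 so polarization falls; 0% = enzyme with DMSO and 100% = wells lacking LYPLA1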
pPAFAH inh – pPAFAH (human) enzyme inhibition. recombinant pPAFAH, FP-rhodamine probe fluorescence polarization. actives 1.5% (n = 330,000). inhibition, % at 3.39 µM;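 active means inhibition above the mean inhibition across the screen plus 3 SD, cut at about 25% in these data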;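 further: inhibitors block binding of the rhodamine activity-based probe so polarization drops; 0% = enzyme with DMSO and 100% = wells lacking pPAFAH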
Target sequence (Q13093 whole entry, looked up): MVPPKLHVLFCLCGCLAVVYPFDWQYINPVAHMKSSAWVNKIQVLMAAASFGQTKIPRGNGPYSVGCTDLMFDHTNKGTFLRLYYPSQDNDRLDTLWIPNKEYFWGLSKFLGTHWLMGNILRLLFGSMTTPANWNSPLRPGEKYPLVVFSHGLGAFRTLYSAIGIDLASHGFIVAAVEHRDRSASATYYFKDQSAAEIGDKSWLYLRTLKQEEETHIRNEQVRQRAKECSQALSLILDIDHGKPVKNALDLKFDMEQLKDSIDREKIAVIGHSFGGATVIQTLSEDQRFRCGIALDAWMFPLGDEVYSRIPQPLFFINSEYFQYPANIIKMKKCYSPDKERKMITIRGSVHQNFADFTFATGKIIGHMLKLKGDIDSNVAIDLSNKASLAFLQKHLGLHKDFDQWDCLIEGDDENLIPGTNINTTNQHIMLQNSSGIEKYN
PAFAH1B2 inh – inhibitors of human PAFAH1B2; inhibition, % at 3.39 µM; recombinant PAFAH1B2, FP-rhodamine activity probe, fluorescence polarization; actives 1.2% (n = 340,000); AID 492953; P68402;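 active means inhibition above the mean of all tested compounds plus 3 SD, cut at about 24% in these data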;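 further: 0% = enzyme with DMSO and 100% = wells lacking PAFAH1B2; many of its hits are not listed in these tables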
Target sequence (P68402 whole entry, looked up): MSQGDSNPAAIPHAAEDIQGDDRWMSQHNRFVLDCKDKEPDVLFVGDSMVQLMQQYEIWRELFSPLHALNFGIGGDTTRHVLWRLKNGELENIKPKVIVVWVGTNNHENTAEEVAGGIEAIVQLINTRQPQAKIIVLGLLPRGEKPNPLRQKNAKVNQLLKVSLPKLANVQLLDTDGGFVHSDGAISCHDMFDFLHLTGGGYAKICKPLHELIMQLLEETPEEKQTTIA
GSTO1 inh – GSTO1 inhibition, counter-screen for RBBP9 inhibitors. P78417. actives 1.1% (n = 300,000). inhibition, % at 5.96 µM. recombinant GSTO1, activity-based probe fluorescence polarization;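 active means inhibition above the campaign mean inhibition plus 3 SD, cut at about 35% in these data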;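 further: 0% = GSTO1-1 with DMSO and 100% = wells lacking GSTO1-1 enzyme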
PAFAH2 FP inh – PAFAH2 (human) inhibition | actives 0.99% (n = 340,000) | inhibition, % at 3.39 µM | AID 492956 | Q99487 | recombinant PAFAH2, FP-rhodamine activity probe, fluorescence polarization;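 active means inhibition above the mean over all tested compounds plus 3 SD, cut at about 30% in these data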;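 further: inhibitors block probe labeling of enzyme so polarization drops; 0% = enzyme with DMSO and 100% = wells lacking PAFAH2 protein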
Starred values were filed as active, the others as inactive; . = no result given. This is a subset; the hit share may differ from the screen's.

SMILES | Fam108B counter | PAFAH1B3 inh | PME-1 primary | PAD4 FP inh | LYPLA1 inh | pPAFAH inh | PAFAH1B2 inh | GSTO1 inh | PAFAH2 FP inh
CCn1c(SCC(=O)Nc2ccc(C)cc2)nc2nc3c(cc2c1=O)COC(C)(C)C3 | 1 | 9 | 0 | -2 | -4 | 3 | 3 | 1 | 9
COc1ccc(CNc2nc(-c3ccccc3)nc3ccccc23)cc1OC | 0 | -6 | -10 | -1 | -9 | -12 | -5 | -9 | -4
C#CC[N+]1(CC#Cc2cccc3ccccc23)CCOCC1 | -3 | . | -7 | -1 | 4 | 4 | . | 2 | .
CN(C(=O)CSc1ncnc2scc(-c3ccccc3)c12)C1CCS(=O)(=O)C1 (centres undefined) | 0 | 0 | -6 | 1 | 0 | 3 | 3 | 6 | 7
COC(=O)c1c(C(=O)NCc2ccccc2)ncn1CC(O)COc1ccccc1 (centres undefined) | -1 | 4 | -1 | 1 | 2 | 4 | 1 | -2 | 0
CCCCC1CCC(C(=O)NCc2ccc3c(c2)OCO3)CC1 (centres undefined) | 2 | -1 | -1 | 4 | 2 | 4 | 0 | 6 | 6
COc1ccc(C(c2nnnn2C2CCCC2)N2CCC(C)CC2)c(OC)c1 (centres undefined) | 4 | 4 | -2 | -1 | 2 | 5 | -1 | 2 | 5
Cc1cc2nc(C3CCN(Cc4nnnn4Cc4ccccc4)CC3)[nH]c2cc1C | 2 | 3 | -2 | 0 | -4 | -2 | 8 | -2 | 2
CCCOc1ccc(OCCOCCN2CCc3ccccc3C2)cc1 | -1 | -1 | 3 | -2 | 3 | 2 | 2 | -5 | 8
CC(=O)Nc1ccc(S(=O)(=O)Nc2ccc(Cl)nn2)cc1 | -6 | -3 | 1 | -1 | 3 | 2 | -3 | 3 | 4
O=C(c1cnc2n(c1=O)CCS2)N(c1ccccc1)C1CCCCC1 | 0 | 9 | 2 | 2 | 2 | 6 | 7 | 7 | 2
COc1ccc(/C=N/S(=O)(=O)c2ccc(C)cc2)cc1 | 2 | 5 | -10 | -1 | -2 | 1 | 7 | 4 | 6
CN1C(=O)/C(=C/c2ccc(OCc3ccc(C(=O)O)cc3)c(Cl)c2)NC1=S | 2 | 10 | -15 | 8 | 8 | 3 | 3 | -4 | 2
COc1cc(/C=N/n2cnnc2-n2nc(C)cc2C)cc([N+](=O)[O-])c1O | 2 | 6 | -1 | 0 | -2 | 2 | 6 | 6 | -3
COc1ccc(-c2cn[nH]c2-c2ccc(OCc3ccc(F)cc3)cc2O)cc1OC | 0 | 5 | 8 | 3 | -2 | 15 | 9 | -6 | -5
COc1ccc(NC(=O)Cc2coc3cc(C)ccc23)cc1S(=O)(=O)N1CCOCC1 | 4 | -2 | -3 | 2 | -4 | 3 | 1 | 1 | -19
Cc1cc(/C=C(\C#N)C(=O)NCc2ccco2)c(C)[nH]1 | 0 | 13 | 7 | -3 | 0 | -2 | 0 | -4 | -7
CCNc1nc(NCC)nc(N(n2cnnc2)S(=O)(=O)c2ccc(C)cc2)n1 | 3 | 3 | 8 | -5 | 1 | 11 | 3 | -2 | -6
O=C(NN1C(=O)c2ccccc2C1=O)C1CC2CCC1C2 (centres undefined) | 3 | -1 | -1 | 4 | -3 | -2 | 5 | 2 | 3
CCOC(=O)N1CCN(CC(=O)Nc2ccc(F)c(F)c2F)CC1 | -5 | -2 | 2 | -1 | 0 | 4 | 4 | 8 | -10

Fetched by structure from the entries so far:
SMILES | Fam108B counter | PAFAH1B3 inh | PME-1 primary | PAD4 FP inh | LYPLA1 inh | pPAFAH inh | PAFAH1B2 inh | GSTO1 inh | PAFAH2 FP inh
O=C(NN1C(=O)c2ccccc2C1=O)C1CC2CCC1C2 (centres undefined) | 3 | -1 | -1 | 4 | -3 | -2 | 5 | 2 | 3
CN(C(=O)CSc1ncnc2scc(-c3ccccc3)c12)C1CCS(=O)(=O)C1 (centres undefined) | 0 | 0 | -6 | 1 | 0 | 3 | 3 | 6 | 7
CCNc1nc(NCC)nc(N(n2cnnc2)S(=O)(=O)c2ccc(C)cc2)n1 | 3 | 3 | 8 | -5 | 1 | 11 | 3 | -2 | -6

The listing continues:
SMILES | Fam108B counter | PAFAH1B3 inh | PME-1 primary | PAD4 FP inh | LYPLA1 inh | pPAFAH inh | PAFAH1B2 inh | GSTO1 inh | PAFAH2 FP inh
O=S(=O)(NCCCN1CCOCC1)c1ccc(Cl)s1 | 0 | 4 | -1 | 0 | 2 | 6 | 2 | 4 | 5
CCn1c(CNc2ccc(F)cc2)nnc1SCC(=O)N1CCCc2ccccc21 | 6 | 2 | 3 | 2 | 3 | 7 | 0 | 6 | 0
O=C(c1sccc1Br)N1CCN(Cc2ccc3c(c2)OCO3)CC1 | 2 | 8 | 23 | 0 | 3 | 5 | 5 | 2 | 8
COc1cc(OC)cc(C(=O)NC(C(=O)N2CCC2)C(C)C)c1 (centres undefined) | . | 4 | . | -4 | . | 6 | 1 | . | 2
CC(=O)N=c1c(C#N)cc2c(=O)n3ccccc3nc2n1Cc1ccccc1 | -6 | 5 | -4 | -5 | 2 | 1 | 3 | 1 | 13
CC(=O)c1cccc(NC(=O)C(C)OC(=O)CCc2nc3ccccc3c(=O)[nH]2)c1 (centres undefined) | . | 9 | . | 0 | . | -3 | 6 | . | 8
COc1ccc(-c2nc(-c3ccccc3OC)no2)cc1OC | 1 | 14 | 2 | -1 | -1 | 2 | 4 | 1 | -1
CSCCC(Nc1ccc(S(=O)(=O)N2CCOCC2)cc1[N+](=O)[O-])C(=O)OCC(=O)NCC(C)C (centres undefined) | -3 | 2 | 3 | 1 | 0 | 6 | -4 | 8 | -2
CCOC(=O)COc1ccc2c3c(c(=O)oc2c1)CCCC3 | -2 | 0 | -6 | -7 | 0 | 3 | -4 | -1 | -4
CCOc1ccc(OCC)c(NC(=O)C2CCN(c3ncccn3)CC2)c1 | -1 | 3 | -5 | -4 | 3 | 10 | 5 | 3 | 2
Cc1cc(C)c2oc(C(=O)NCc3ccccc3)cc(=O)c2c1 | 1 | -6 | -8 | -2 | 4 | 1 | 2 | -4 | 6
COc1cc2[nH]c(C(=O)NCc3ccccc3)cc2c(OC)c1OC | 3 | 10 | 3 | 0 | -4 | 13 | 3 | -3 | 9
Cc1ccc(NC(=S)N(CCN2CCOCC2)Cc2ccccc2F)cc1 | 4 | 1 | -6 | 1 | -1 | 2 | 1 | 3 | -4
Cc1ccccc1NC(=O)c1c(C)nn(-c2ccccc2)c1Cl | 3 | 1 | -6 | 1 | 0 | 4 | 3 | 10 | -2
O=C(CN1C(=O)NC2(CCCC2)C1=O)Nc1cccc(Cl)c1Cl | 2 | -8 | 1 | 4 | -2 | 0 | -2 | 4 | 10
CCC(C)Nc1nnnc2c1sc1nc3c(cc12)COC(C)(C)C3 (centres undefined) | -1 | 7 | -4 | -6 | 5 | 0 | 5 | 0 | 5
O=C(COc1ccc2c3c(c(=O)oc2c1)CCC3)NCC(O)c1ccccc1 (centres undefined) | -2 | -1 | -2 | -4 | 0 | 3 | -1 | 4 | 7
CCCCn1c(SCC(=O)Nc2cc(C)on2)nnc1-c1cccnc1 | 2 | 4 | -3 | -7 | 0 | 5 | 2 | 7 | -1
Cc1cc(C)cc(CC2CC(=O)N(c3ccc([N+](=O)[O-])cc3)C2=O)c1 (centres undefined) | -1 | 0 | 5 | 4 | -1 | 5 | 1 | 5 | 0
Cc1onc(C(=O)N2CCN(c3ccccc3)CC2)c1[N+](=O)[O-] | -4 | -3 | -3 | -3 | 0 | 5 | 3 | 1 | 0
CC(C)Oc1ccc(C(=O)OCC(=O)N2CCCc3ccccc32)cc1 | 2 | 1 | -5 | 7 | 0 | 4 | 1 | 3 | 22
CCCCn1c(N)c(N(CC(C)C)C(=O)C2CC(=O)N(CCc3ccccc3)C2)c(=O)[nH]c1=O (centres undefined) | -2 | 1 | -6 | 1 | 2 | 4 | 0 | 2 | 7
Cn1c(=O)c2c(nc(/C=C/c3cccc(Cl)c3)n2C)n(C)c1=O | 2 | . | -1 | -1 | -2 | 6 | . | 1 | .
COc1ccc(C(=O)COC(=O)c2ccn(C)n2)cc1 | -1 | 4 | -8 | 0 | 0 | 2 | 0 | -4 | 8
Cc1ccc(S(=O)(=O)N(C)C)cc1NC(=O)c1cccs1 | -8 | . | 9 | -1 | -3 | 2 | . | 5 | .
COc1ccc(S(=O)(=O)N/N=C(/C)c2ccncc2)c(OC)c1 | 1 | 4 | 1 | 8 | 1 | -1 | -1 | -1 | 2
O=C(N/N=C/c1ccc(-c2cccc([N+](=O)[O-])c2)o1)c1ccccc1O | 1 | 9 | -5 | -4 | -3 | 4 | 9 | 6 | -1
O=C(Nc1ccc(C(F)(F)F)cc1)c1cccnc1N1CCOCC1 | 4 | 7 | -3 | -5 | -5 | 5 | 3 | 4 | -4
O=S(=O)(Nc1ccccc1N1CCCCC1)c1ccccc1 | 3 | 1 | 6 | 3 | -1 | 4 | 15 | -3 | 1
COc1ccc(OC)c(S(=O)(=O)N2CCCC2C(=O)N2CCc3ccccc3C2)c1 (centres undefined) | -3 | 6 | -5 | -1 | 0 | 0 | 5 | -5 | 2
CCOC(=O)c1ccc(NC(=O)Nc2c(C)n(C)n(-c3ccccc3)c2=O)cc1 | 4 | -1 | -3 | 5 | 2 | 1 | -1 | 2 | 4
O=C1C2C3C=CC(C4CC34)C2C(=O)N1CCc1ccccc1 (centres undefined) | 9 | 7 | 4 | -5 | 7 | 6 | 9 | 5 | -1
Cc1cc(C)c(C#N)c(SCC(=O)NC(C)(C)C)n1 | 1 | 5 | 2 | 1 | 3 | -3 | 3 | 7 | -1
CC(C)(C)c1ccc(Cn2nnc3c(=O)[nH]c(C4CCCN(C(=O)Cc5cccs5)C4)nc32)cc1 (centres undefined) | -1 | -4 | 3 | 1 | 1 | 4 | 9 | -2 | 7
CSCCC(NS(=O)(=O)c1ccccc1F)C(=O)N1CCCCCCC1 (centres undefined) | 1 | 0 | 0 | 6 | 4 | 1 | 5 | 2 | -1
Cc1ccc2sc(N(CCCN(C)C)C(=O)c3ccc(S(=O)(=O)N4CCOCC4)cc3)nc2c1C | 1 | 4 | 1 | 0 | 3 | 3 | 2 | 14 | 3
COc1ccc(N2CC(C)Cn3c2nc2c3c(=O)n(Cc3ccccc3)c(=O)n2C)c(OC)c1 (centres undefined) | 0 | 0 | 1 | 2 | -1 | 3 | 1 | -3 | -1
COc1ccc(S(=O)(=O)N2CCN(C(=O)CCNC(=O)c3ccccc3Cl)CC2)cc1 | . | 11 | 3 | -2 | 3 | 2 | -2 | . | 4
COc1ccc(C(=O)/C=C/C(=O)N(CC(=O)NC2CCCCC2)CC2CCCO2)c(O)c1 (centres undefined) | 0 | 8 | -2 | 2 | 4 | 5 | 5 | 0 | 12
COc1cccc(OC)c1C(=O)Nc1c(C(=O)N2CCN(c3ccccn3)CC2)oc2ccccc12 | 5 | 4 | -3 | 6 | -3 | 5 | -4 | 8 | -6
Cc1ccc(NC(=O)CN(C)C(=O)CSc2nc(C)cs2)cc1 | -2 | 9 | 2 | -6 | -3 | 6 | -1 | -3 | 6
CC1CCCN(C/C=C/c2ccccc2[N+](=O)[O-])C1 (centres undefined) | 2 | -2 | 2 | -4 | 1 | 8 | 6 | -2 | 8
NC(=O)CC(NC(=O)c1ccc(Br)cc1)c1ccc(N2CCCCCCC2)c([N+](=O)[O-])c1 (centres undefined) | 0 | 5 | 5 | -1 | -9 | 13 | 3 | 7 | 9
Cc1cccc(NC(=O)CN2C(=S)NC(C)(C)CC2C)c1 (centres undefined) | -3 | 2 | -1 | 0 | -2 | 7 | 0 | 0 | -1
